Compound activity: PubChem, Broad Institute
RAD52 inh: inhibitors of human RAD52 DNA annealing. P43351. recombinant RAD52 DNA annealing, FRET fluorescence. inhibition, % at 18.7 µM. 360,000 compounds, 0.46% hits;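 active = every replicate showing at least 50% inhibition; inconclusive = mean inhibition at least 50% but not in every replicate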
Target sequence (P43351 whole entry, looked up): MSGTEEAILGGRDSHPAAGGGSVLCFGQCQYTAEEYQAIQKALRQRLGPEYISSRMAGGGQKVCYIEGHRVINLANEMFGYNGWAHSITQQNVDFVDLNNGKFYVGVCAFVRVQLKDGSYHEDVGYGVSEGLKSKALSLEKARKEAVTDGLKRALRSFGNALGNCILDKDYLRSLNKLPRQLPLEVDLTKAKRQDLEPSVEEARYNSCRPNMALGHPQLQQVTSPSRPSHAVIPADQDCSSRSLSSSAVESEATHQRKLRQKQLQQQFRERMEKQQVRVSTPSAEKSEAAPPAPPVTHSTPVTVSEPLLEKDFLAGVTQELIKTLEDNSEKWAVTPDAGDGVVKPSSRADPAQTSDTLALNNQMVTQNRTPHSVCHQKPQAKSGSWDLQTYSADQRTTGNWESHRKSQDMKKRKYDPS
XiGFP reactiv: X-chromosome reactivation activator; XiGFP mouse fibroblasts, % GFP-positive cells imaging, 3 d; cells co-treated with 5-aza-dC sensitizer; scaled so ellipticine positive control = 100%; activation, % at 7.58 µM; 360,000 compounds, 0.055% hits; AID 743238;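 active = mean normalized replicate activation at least 10% and every replicate at or above 10%; inconclusive = only one of the two criteria met; inactive = mean below 10% and not all replicates reach 10%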;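 note: 0% = median of on-plate neutral control wells and 100% = ellipticine 6 µM median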
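assay system = SV40-immortalized XiGFP fibroblast cells, line 68-5-11 | buffer or medium = DMEM plus 5-aza-dC sensitizer | doses = single-point pinned compound dosing | times = 3-day compound exposure, then 15 min fixation at room temperature | benchmarks = positive control ellipticine, 6 µM final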
GSIS activator: primary screen for activators of insulin secretion dependent on glucose, INS-1E cells, GLuc reporter luminescence | activation, % at 16.6 µM | INS-1E GLuc reporter insulin secretion, 2-3 h | AID 743287 | 370,000 compounds, 0.61% hits;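 active = lowest replicate activation of at least 40%, so every replicate reaches that level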;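 note: 0% = median of neutral control wells and 100% = median of IBMX positive control wells; some compounds called inactive have numbers as strong as hits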
DENV2 CPE: DENV2-induced cell death inhibition; DENV2-infected cells, cytopathic effect rescue, plate reader; CPE inhibition, % at 9.99 µM; 350,000 compounds, 1.7% hits; AID 651640; in the data active = CPE inhibition above about 20%, passing the limit was not always enough; inconclusive = no clear call, values can overlap the other calls; tested in BHK-21 cells;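 note: 0% = median of neutral control wells and 100% = median of positive control wells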
F508del corr: correctors of CFTR F508del function in bronchial epithelial cells; CFBE cells, YFP halide quenching; stimulated with forskolin plus potentiator P3; % fluorescence drop versus neutral controls; activity (quench increase), % at 7.58 µM; 350,000 compounds, 0.36% hits;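 active = mean added fluorescence quench of at least 8% versus neutral control, with both replicates also reaching 8%; inconclusive = only one of the mean or replicate conditions met; inactive = mean below 8% and not both replicates reaching 8%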;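 note: cells transiently co-express mutant CFTR-F508del with the halide-sensitive YFP; corrector assay measuring rescue of mutant channel to the surface after 24 h compound exposure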
E-selectin induc: E-selectin induction on HUVECs. activation, % at 7.58 µM. AID 686992. P16581. 260,000 compounds, 0.37% hits. HUVEC E-selectin immunofluorescence imaging; normalized: neutral wells 0, TNF-alpha wells 100;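 active = mean E-selectin-positive cell signal at least 10% of the positive control, reached in at least 60% of replicates, without over 20% cell loss; inconclusive = no rule given, readout overlaps actives, possibly toxicity-flagged; inactive = the rest, including those meeting only one limit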;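 note: in these data hits start at about 27%; measured in HUVEC primary endothelial cells; signal is the percent of cells scored E-selectin positive by PE staining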
Target sequence (P16581 whole entry, looked up): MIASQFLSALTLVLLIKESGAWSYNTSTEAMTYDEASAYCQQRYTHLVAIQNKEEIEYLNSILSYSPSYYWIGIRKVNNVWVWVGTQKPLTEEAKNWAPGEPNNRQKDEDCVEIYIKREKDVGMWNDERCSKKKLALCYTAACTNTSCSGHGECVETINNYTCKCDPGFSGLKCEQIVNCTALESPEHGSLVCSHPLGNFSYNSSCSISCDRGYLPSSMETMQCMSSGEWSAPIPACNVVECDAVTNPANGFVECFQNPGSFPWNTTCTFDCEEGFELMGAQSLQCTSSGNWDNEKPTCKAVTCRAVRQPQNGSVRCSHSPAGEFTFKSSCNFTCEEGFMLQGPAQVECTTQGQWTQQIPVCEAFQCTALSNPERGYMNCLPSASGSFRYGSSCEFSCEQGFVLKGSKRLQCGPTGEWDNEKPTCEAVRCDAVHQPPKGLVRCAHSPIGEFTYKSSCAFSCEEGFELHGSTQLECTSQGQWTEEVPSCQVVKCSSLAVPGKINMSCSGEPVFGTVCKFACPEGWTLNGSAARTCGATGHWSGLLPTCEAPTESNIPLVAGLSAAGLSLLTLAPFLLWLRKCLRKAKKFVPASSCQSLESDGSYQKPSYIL
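Read-out: % PE-positive cells | Test system: HUVEC | Doses: One compound dose added by pin transfer | Buffer or medium: EGM-2 over gelatin coat | Signal: Immunofluorescence imaging | Benchmarks: TNF-alpha, DMSO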
RAD54 branch: inhibitors of human RAD54 branch migration | RAD54 Holliday junction branch migration, FAM/BHQ fluorescence | Q92698 | inhibition, % at 10.4 µM | AID 602329 | 360,000 compounds, 0.14% hits;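 active = mean normalized replicate activity at least 40 and at least half of replicates scoring 40 or more; inconclusive = only one of the two criteria met; inactive = mean below 40 and under half of replicates reaching 40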;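 note: 0% = median of neutral control wells and 100% = median of positive control wells; inhibitors cause a drop in the FAM fluorescence signal; in these data hits start at about 50%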
Casp6 inh: caspase-6 (human) enzyme inhibition. P55212. purified caspase-6, Z-VEID-R110 cleavage fluorescence. inhibition, % at 12.5 µM. 350,000 compounds, 0.53% hits;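 active = mean inhibition across replicates at least about 35%, with every replicate also reaching that limit, limit read from the data; inconclusive = only one of the two criteria met; inactive = neither criterion met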;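 note: 0% = median of neutral control wells and 100% = no fluorescence left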
* = called active by the depositor; ? = inconclusive; nt = not tested or not shown.

SMILES | RAD52 inh | XiGFP reactiv | GSIS activator | DENV2 CPE | F508del corr | E-selectin induc | RAD54 branch | Casp6 inh
CCC1CCCCN1CCCNC(=O)C1CCN(S(=O)(=O)N2CCC3(CC2)OCCO3)CC1 (configuration not stated) | -12.6 | 0.0 | 0.2 | 1.3 | -0.9 | nt | -2.0 | -40.5
C[C@@H]1CN([C@H](C)CO)C(=O)c2cc(NS(=O)(=O)c3ccccc3)ccc2O[C@@H](C)CCCCO[C@H]1CN(C)C(=O)c1ccccc1 | -2.4 | 0.0 | -4.0 | -8.3 | -1.6 | nt | nt | 1.0
C=CCNc1nc(Cl)nc(Nc2cc(Cl)ccc2OC)n1 | -11.5 | 0.0 | -1.6 | -0.7 | -1.0 | nt | 7.3 | -2.4
COc1ccc(NC(=O)N(C)C[C@H]2OCCCC[C@H](C)Oc3ccc(NC(=O)Nc4c(C)noc4C)cc3C(=O)N([C@@H](C)CO)C[C@@H]2C)cc1 | 6.5 | -1.2 | -3.1 | 7.2 | 1.5 | -0.1 | -0.9 | -1.2
CC[C@@H](C)[C@H](NC(=O)OCc1ccccc1)c1nnc([C@@H](NC(=O)OCc2ccccc2)[C@@H](C)CC)o1 | -12.3 | -0.5 | -0.3 | -1.6 | 1.3 | -0.1 | 7.4 | -4.3
CCOc1ccc(CN2CCC(n3nccc3NC(=O)CCCc3ccccc3)CC2)cc1 | -11.7 | 0.1 | 0.6 | -1.9 | -0.8 | nt | -4.8 | -7.7
O=C(N[C@@H]1CC[C@@H](CCNC(=O)C2CCC2)O[C@@H]1CO)c1ccncc1 | -12.5 | 0.4 | -10.7 | 0.6 | 0.3 | -0.1 | -2.1 | 1.1
COc1cc(C(Nc2ccc(S(=O)(=O)NCC3CCCO3)cc2)C(=O)NC(C)(C)C)cc(OC)c1OC (configuration not stated) | 0.5 | 0.1 | -11.4 | -7.9 | 1.8 | nt | 3.6 | 2.8
COc1ccc(C#Cc2ccc3c(c2)[C@@H]2[C@@H](CCN2S(=O)(=O)c2cccc(OC)c2)[C@H](CO)N3)cc1 | -14.0 | 0.0 | 1.6 | -7.7 | 3.9 | 0.0 | nt | 0.1
Cc1cc2cc(C#N)c(NCCNC(=S)NCCCN3CCOCC3)nc2cc1C | 30.8 | 0.1 | -2.7 | 0.0 | -0.4 | nt | nt | -10.5
C[C@@H](O)C#Cc1cnc2c(c1)C(=O)N([C@@H](C)CO)C[C@H](C)[C@@H](CN(C)Cc1cccc(C(=O)O)c1)O2 | -17.0 | -1.1 | 10.6 | -0.4 | 2.3 | 0.1 | -1.3 | -0.7
O=S(=O)(NC1CC1)c1ccc(S(=O)(=O)N2CCC3(CC2)OCCO3)cc1 | -14.9 | 0.0 | 7.3 | -4.5 | 0.5 | nt | nt | -4.0
S=C(c1cn(Cc2ccccc2)c2ccccc12)N1CCOCC1 | -8.2 | 0.0 | 27.8 | -5.2 | -1.3 | 1.9 | nt | -3.1
Cc1noc(C)c1S(=O)(=O)N(C)C[C@H]1OCCCC[C@H](C)Oc2ccc(NC(=O)Nc3ccccc3)cc2C(=O)N([C@@H](C)CO)C[C@@H]1C | 20.6 | 0.2 | -13.8 | 9.2 | 0.6 | 0.8 | 3.6 | -0.7
COCC(=O)N(C)C[C@@H]1Oc2ncc(/C=C/c3ccccc3)cc2C(=O)N([C@H](C)CO)C[C@H]1C | 2.7 | 1.8 | -9.4 | -7.0 | -0.9 | 0.7 | -4.3 | -3.6
O=C(Cn1ccc(NC(=O)OCc2ccccc2)nc1=O)NCCc1ccccn1 | -16.0 | 0.2 | -1.0 | ? | 0.2 | ? | 5.0 | nt
COc1cccc(-c2ccc([C@H]3[C@@H](C#N)N(C(=O)Cc4ccccc4)[C@@H]3CO)cc2)c1 | -82.8 | 0.7 | 1.3 | -10.3 | 2.8 | -0.1 | -20.4 | -0.8
COc1ccccc1NC(=O)C(C)Sc1nccn1C (configuration not stated) | -1.0 | 0.1 | -1.3 | -2.3 | 0.2 | 0.0 | -3.8 | 1.1
Cc1ccc(-c2cnc(C(O)c3c(C)cccc3C)[nH]2)cc1 (configuration not stated) | -5.7 | -0.2 | nt | 18.8 | 3.6 | 0.0 | 6.9 | 1.7
Clc1cccc(CN2CCc3c([nH]c4ccccc34)C2)c1Cl | -11.3 | 0.2 | -18.5 | 1.7 | -0.6 | 0.2 | nt | -2.2
CCn1c(COc2c(C)cccc2C)nnc1SCc1nc2ccccc2c(=O)[nH]1 | -11.4 | 0.0 | 9.2 | 6.2 | -1.3 | 2.6 | 1.4 | -3.2
Brc1cc2c(cc1C1OCCCO1)OCO2 | -4.9 | 0.0 | 5.2 | -1.4 | -1.3 | 8.5 | nt | -1.0
Nc1nc2c(ncn2[C@@H]2O[C@H](C(=O)N[C@H](Cc3ccccc3)C(=O)NCc3ccc4c(c3)OCO4)[C@@H](O)[C@H]2O)c(=O)[nH]1 | -9.6 | 0.3 | nt | 1.1 | -4.6 | 0.0 | nt | 0.9
COc1ccccc1NC(=O)COC(=O)c1ccccc1C(=O)N1CCN(c2ccccc2)CC1 | -32.2 | 0.0 | 1.3 | 0.3 | -3.0 | 8.3 | 1.7 | 2.8
Cc1cc(C)c(OCC(O)CN2CCN(C(=O)c3ccccc3)CC2)c(C)c1 (configuration not stated) | -7.4 | -0.1 | 3.5 | 13.1 | -0.6 | nt | -2.7 | 1.3

More records:
SMILES | RAD52 inh | XiGFP reactiv | GSIS activator | DENV2 CPE | F508del corr | E-selectin induc | RAD54 branch | Casp6 inh
Fc1ccc(N2N=C(c3cccs3)CC2c2ccccc2)cc1 (configuration not stated) | -25.9 | 0.0 | 29.0 | nt | -1.5 | 3.6 | nt | nt
O=C(COC(=O)c1cccnc1Cl)NCc1ccco1 | -5.3 | 0.0 | 6.8 | -9.4 | 1.0 | 0.0 | -2.2 | 1.5
CCOC(=O)C1=C(C(=O)OCC)C2N(Cc3ccc(C#N)cc3)c3ccccc3[C@@]23C[C@@H](C(=O)OC)N(S(=O)(=O)c2ccc(C)cc2)C3=N1 (some centres not stated) | 4.1 | 0.0 | nt | -7.3 | -0.7 | -0.2 | nt | 2.0
Cc1cccc(C)c1N1CCN(C(=O)Cn2cncn2)CC1 | -13.0 | -0.1 | 12.2 | -5.8 | 1.5 | 7.5 | -2.9 | 1.1
CCOc1c(Cl)cc(/C=C/C(=O)N(CC)CC(=O)NCc2cccs2)cc1OC | -11.5 | 0.0 | -21.5 | -6.2 | -4.6 | nt | 3.5 | 3.9
COC(=O)c1ccc(N=Cc2c(C(F)(F)F)[nH]n(C)c2=O)cc1 | -10.0 | 0.0 | -0.5 | -1.4 | -3.9 | nt | -3.2 | -2.5
Nc1ccc(-c2nc3ccc(C(=O)O)cc3s2)cc1 | -14.3 | 0.0 | -7.8 | -7.6 | nt | 1.2 | nt | 23.8
Cn1cnc(S(=O)(=O)N[C@H]2CC[C@H](CC(=O)N3CCN(c4ccccc4)CC3)O[C@H]2CO)c1 | -11.6 | -0.3 | -7.5 | 1.9 | 0.5 | -0.6 | 1.3 | 3.0
COc1ccccc1/C=[N+](\[O-])C1SC(=S)N(C)C1(C)C (configuration not stated) | -11.7 | 0.1 | -5.4 | 7.1 | 1.6 | nt | nt | -5.4
O=S(=O)(Nc1ccccc1O)c1cccc2cccnc12 | -14.4 | 0.0 | 2.7 | 2.6 | 1.4 | nt | nt | 0.1
Cc1ccc(S(=O)(=O)Nc2ccc3c(c2)C(=O)N([C@@H](C)CO)C[C@@H](C)[C@@H](CN(C)C(=O)C2CCCCC2)OCCCC[C@@H](C)O3)cc1 | 15.4 | 0.2 | -37.6 | 16.1 | -0.3 | 0.1 | 3.7 | 0.4
COCC(=O)Nc1ccc2c(c1)C(=O)N(C)C[C@H](OC)[C@@H](C)CN(Cc1ccccc1OC)[C@H](C)CO2 | 2.8 | 0.4 | -0.6 | -5.9 | 0.2 | 0.2 | 6.1 | -0.1
CC[C@@H](C)[C@@H]1CN([C@@H](C)CN2CCC[C@H]2CN2C(N)=NC[C@@H]2Cc2ccccc2)C(=N)N1CCCC1CCCC1 | 34.3 | 0.1 | -17.1 | -6.2 | -1.8 | -0.1 | 28.5 | -4.2
CCCCNc1nnc(SCC(=O)c2c(N)n(CCC)c(=O)[nH]c2=O)s1 | -12.8 | -0.1 | -8.6 | -8.1 | -1.4 | nt | 11.0 | 3.9
CNC[C@@H]1OCCCC[C@H](C)Oc2ccc(NS(=O)(=O)c3c(C)noc3C)cc2C(=O)N([C@H](C)CO)C[C@@H]1C | nt | -0.4 | 4.7 | -9.4 | -0.3 | 0.1 | 3.0 | nt
C=CCSc1ncc(-c2ccccc2)cn1 | -3.5 | 0.0 | 1.5 | 4.4 | -2.9 | nt | -4.2 | -1.4
Cc1cc(C(=O)N/N=C2\CC(=O)CC(C)(C)C2)c2ccccc2n1 | -9.1 | 0.0 | -0.8 | 11.8 | 1.5 | nt | nt | -2.6
O=C(C[C@@H]1C[C@H]2c3cc(NC(=O)C4CCC4)ccc3O[C@H]2[C@H](CO)O1)NCc1cccnc1 | 13.4 | 0.1 | -0.1 | 0.8 | 2.2 | 0.0 | -13.1 | nt
Cc1ccccc1N(C(=O)Cc1c[nH]c2ccccc12)C(C(=O)NC1CCCCC1)c1ccco1 (configuration not stated) | nt | 0.1 | 5.5 | nt | nt | 0.2 | 4.4 | nt
COc1cccc(-c2cnc3c(c2)C(=O)N([C@@H](C)CO)C[C@H](C)[C@@H](CN(C)C(=O)CC2CC2)O3)c1 | -1.6 | 0.3 | 2.3 | 0.3 | 1.6 | -0.2 | 1.0 | 0.6
COc1ccc(N2Cc3ccc(OC)c(OC)c3C2=O)cc1 | -3.9 | 0.0 | -3.6 | 8.4 | -2.7 | nt | -1.6 | -3.4
CSc1ccccc1NC(=O)CN(C)CC(=O)Nc1ccccc1C(F)(F)F | -9.7 | 0.1 | 2.3 | 6.5 | 3.2 | 0.4 | -1.5 | 1.3
O=C(N/N=C/c1ccc([N+](=O)[O-])o1)c1ccc(O)cc1 | -16.2 | 0.2 | nt | 0.1 | -0.9 | 0.0 | 3.7 | 12.6
O=C(NC1CCCCCC1)c1ccc(CS(=O)(=O)Cc2ccccc2F)o1 | -12.9 | 0.2 | 0.3 | -8.4 | 0.2 | nt | -12.6 | 1.7
COCCN1C(=O)N(c2cccc(OC)c2)C(=O)C1CC(=O)Nc1ccc(OC)cc1 (configuration not stated) | -0.9 | 0.2 | 6.5 | 9.8 | -0.1 | nt | 3.0 | 1.7
CC(C)CN(C(=O)CN1CCCCCC1)c1c(N)n(CC(C)C)c(=O)[nH]c1=O | -55.6 | 0.1 | 2.4 | -1.4 | 1.8 | nt | nt | -3.9
COc1cccc(NC(=O)N[C@H]2CC[C@@H](CC(=O)NCc3ccncn3)O[C@@H]2CO)c1 | 9.2 | 0.6 | 15.3 | 3.7 | 0.8 | -0.6 | -8.5 | 6.8
Cc1cc(Cl)c2oc(C(=O)N3CCN(c4cccc(C)n4)CC3)c(C)c2c1 | -15.2 | 0.0 | -9.7 | 0.1 | 2.7 | 0.1 | 6.5 | -1.9
CN(CC(=O)Nc1cccc(F)c1)C(=O)c1cn(-c2ccccc2)nc1-c1ccc(F)cc1 | 0.2 | 0.0 | -21.7 | -1.4 | 1.7 | 11.6 | 3.6 | 1.4
CCS(=O)(=O)Nc1ccc2c(c1)C(=O)N(C)C[C@@H](OC)[C@@H](C)CN(Cc1ccccn1)[C@@H](C)CO2 | -1.0 | 0.1 | 1.6 | 4.1 | -1.4 | -0.1 | nt | 1.7
